Screening data: PubChem, several laboratories
aDG glyco act – increases alpha dystroglycan glycosylation | actives 0.22% (n = 360,000) | Pro5-aDG cells, alpha-DG glycosylation AlphaScreen (IIH6); 0% Pro5, 100% B10-LARGE cell signal | activation, % at 10 µM;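 active = activation of at least 8% versus controls, or a plate z-score of at least 8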;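 also: Pro5 are CHO cells carrying HIG-tagged alpha-DG that lacks glycosylation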
PDI inh – blocks human protein disulfide isomerase activity; P07237; PDI insulin aggregation turbidity, A650, 90 min; inhibition, % at 10 µM; actives 0.052% (n = 350,000); AID 588391;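 active = mean inhibition across replicates of 30% or more, whatever share of single replicates reach that level; inconclusive = mean inhibition below 30% while every single replicate reaches 30%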;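 also: absorbance from insulin aggregation driven by PDI reduction with DTT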
Target sequence (P07237 whole entry, looked up): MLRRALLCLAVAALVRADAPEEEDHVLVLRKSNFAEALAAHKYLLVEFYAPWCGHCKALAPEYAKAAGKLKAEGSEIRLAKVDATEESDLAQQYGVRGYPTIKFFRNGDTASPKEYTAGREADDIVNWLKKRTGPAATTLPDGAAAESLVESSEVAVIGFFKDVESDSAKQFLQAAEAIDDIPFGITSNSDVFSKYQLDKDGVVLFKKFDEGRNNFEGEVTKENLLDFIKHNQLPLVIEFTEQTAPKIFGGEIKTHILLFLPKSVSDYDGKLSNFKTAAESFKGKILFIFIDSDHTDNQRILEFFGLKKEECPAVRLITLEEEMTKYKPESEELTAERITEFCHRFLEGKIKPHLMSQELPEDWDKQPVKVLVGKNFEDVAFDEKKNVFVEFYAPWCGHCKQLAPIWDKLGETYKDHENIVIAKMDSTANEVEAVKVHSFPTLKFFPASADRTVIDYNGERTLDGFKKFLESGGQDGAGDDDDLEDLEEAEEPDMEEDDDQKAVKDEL
Glyco luc inh – N-linked glycosylation inhibition | actives 0.23% (n = 360,000) | reporter increase, % at 12.5 µM | D54 ERlucT glycosylation luciferase reporter, 24 h; percent of 100 nM tunicamycin response;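 active = mean luciferase reporter signal, scaled so untreated is 0 and the glycosylation-blocking control 100, at or above a set limit in every replicate; inconclusive = mean reaches the limit but not every replicate does; inactive = mean below the limit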;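 also: luciferase carries N-glycosylation sites so blocking glycosylation raises the light; 0% = median of neutral control wells and 100% = median of 100 nM tunicamycin wells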
Vif inh – inhibitors of HIV Vif | actives 0.35% (n = 340,000) | HEK293T cells, Vif self-association by quenched fluorescence, imaging, 24 h | inhibition, % at 7.49 µM; in the data active = inhibition above about 50%, passing the limit was not always enough; inconclusive = no clear call, values can overlap the other calls; inactive = below about 31%; also: some results filed as inactive read as strong as hits
MC4R ag barr – human MC4R agonism via beta-arrestin; P32245; U2OS MC4R beta-arrestin complementation, luminescence; percent of melanotan II response, DMSO zero; activation, % at 8.9 µM; actives 0.98% (n = 360,000); AID 540308;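 active = activation above a per-plate cutoff, the mean activation of sample wells on that plate plus 3 SD, cut at about 8% in these data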
Target sequence (P32245 whole entry, looked up): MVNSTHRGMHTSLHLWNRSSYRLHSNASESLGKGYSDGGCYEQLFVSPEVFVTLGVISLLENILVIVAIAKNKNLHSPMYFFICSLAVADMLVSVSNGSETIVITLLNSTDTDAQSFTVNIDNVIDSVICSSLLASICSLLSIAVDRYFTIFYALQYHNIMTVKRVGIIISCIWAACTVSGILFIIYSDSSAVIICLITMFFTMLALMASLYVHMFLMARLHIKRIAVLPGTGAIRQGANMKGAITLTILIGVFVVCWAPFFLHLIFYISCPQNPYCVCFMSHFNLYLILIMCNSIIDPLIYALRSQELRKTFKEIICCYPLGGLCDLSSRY
Cardio protect – modulators protecting cardiomyocytes from myocardial damage; H9c2 cardiomyocytes, H2O2 injury protection, ATPLite, 2 h; protection from H2O2 cell death, % at 20 µM; actives 0.63% (n = 360,000); AID 588492;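 active = compounds giving at least 50% protection of heart cells from peroxide-induced death in the single-dose screen, raw or plate-pattern-corrected value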;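 also: 0% = DMSO wells with peroxide and 100% = DMSO wells without peroxide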
ABCB6 inh 2 – inhibitors of human ABC transporter ABCB6; Q9NP58; K562-ABCB6 porphyrin accumulation, flow cytometry, 1 h; active compounds read low; fluorescence ratio to DMSO, % at 10 µM; actives 0.19% (n = 360,000); AID 602162;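 active = fluorescence ratio to DMSO below 75%, the collection mean minus 3 SD; inconclusive = too few cells collected in the well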;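 also: signal is porphyrin accumulated inside mitochondria; 100% equals median channel fluorescence of DMSO control wells; lower ratio means ABCB6 inhibition with less porphyrin fluorescence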
CaV13 ICDI inh – Primary screen for inhibitors of IQ motif and Ca2+-dependent inactivation inhibitor domain binding in CACNA1D, Förster resonance energy transfer in living cells, …. actives 0.098% (n = 340,000). inhibition, % at 12.3 µM. HEK cells, CFP/YFP FRET ICDI-IQ, plate reader, 10 min; percent FRET-ratio fall versus neutral wells;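 active = mean replicate inhibition of at least 30% and at least 1% of replicates passing that level; inconclusive = only one of the two criteria is met; inactive = neither criterion is met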;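 also: 0% = median of the neutral control wells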
MC4R antagonist – blocks human MC4R cAMP signaling; MC4R-expressing cells, MTII-stimulated cAMP, LANCE TR-FRET; inhibition, % at 6.5 µM; actives 0.48% (n = 360,000); AID 540295;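 active = inhibition above its plate's cutoff, the mean of tested wells on that plate plus 3 SD, cut at about 29% in these data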;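 also: 0% = Melanotan II alone and 100% = Melanotan II plus saturating MCL0020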
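Material: U2OS-MC4R stable cell line | Reagent: Melanotan II challenge after compound preincubation | Doses: One concentration, 6.5 µM nominal | Incubation: 30-min compound preincubation, 1-h Melanotan II challenge, 1-h detection, room temperature | Signal: TR-FRET cAMP assay | Replicates: One well per compound, no replicates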
m5-HT2A agonist – mouse HTR2A agonism via beta-arrestin recruitment; P35363; CHO-K1 mHTR2A beta-arrestin complementation, luminescence; percent of 30 µM serotonin response; activation, % at 7.6 µM; actives 0.66% (n = 360,000); AID 624169;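 active = activation above a run cutoff, the mean activation of all tested compounds plus 3 SD, cut at about 14% in these data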;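 also: 0% = plate median of compound wells and 100% = 30 µM serotonin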
The depositor's hits bear a star; u = inconclusive; x = no result given.

SMILES	aDG glyco act	PDI inh	Glyco luc inh	Vif inh	MC4R ag barr	Cardio protect	ABCB6 inh 2	CaV13 ICDI inh	MC4R antagonist	m5-HT2A agonist
COc1ccccc1C(=O)NCCC(=O)N1CCCC(C)C1 (stereo not drawn)	-0.5	-3	1	5	-3.8	4	99	-6	1	-1
CCOC(=O)C1(CC/C(C)=N\NC(N)=O)CC(C)OC1=O (stereo not drawn)	0.0	-23	-3	-2	0.7	-2	107	-9	0	1
COc1cccc(C(=O)Nc2ccc(C(=O)NCC(C)C)cc2)c1	0.1	22	0	9	-2.2	3	91	5	20	-5
COc1ccccc1-c1nc2s/c(=C\c3cccs3)c(=O)n2n1	0.0	7	2	7	-0.8	16	103	-5	8	6
Cc1cccc(C2N=C(N)Nc3nc4ccccc4n32)c1 (stereo not drawn)	0.1	5	1	-4	-1.9	6	95	-4	-4	4
Cc1ccc(C2C3C(=O)N(c4ccc(C)cc4)C(=O)C3N3CCCN23)cc1 (stereo not drawn)	0.1	-14	2	-10	1.2	3	88	-5	8	6
Oc1ccc2nc(Cc3ccccc3)[nH]c2c1	-0.1	9	-2	17	-2.1	2	94	1	-5	-1
COCCN(Cc1cc2cc(C)c(C)cc2nc1Cl)C(=O)Nc1ccccc1	0.1	2	0	-9	0.5	-6	101	-7	10	-5
CCc1cc(C(=O)N(CC(C)C)c2c(N)n(Cc3ccccc3)c(=O)[nH]c2=O)sc1C	0.0	0	2	-2	0.7	19	99	-2	5	14
CCOC(=O)CN(C(=O)CSc1nnc(CNc2ccc(F)cc2)o1)c1ccccc1	-0.1	4	-1	3	0.9	-4	104	-4	8	3
COC(=O)c1cn(NC(=O)Cc2ccc(Cl)c(Cl)c2)c(=O)c2ccccc12	0.0	-2	0	-18	3.6	2	103	-3	9	0
CCOC(=O)Cn1cc(C(=O)C(C)(C)C)c2ccccc21	-0.3	2	-3	-1	-2.4	-4	98	-1	16	4
O=C(CCc1c[nH]c2ccccc12)N/N=C/c1ccc2c(c1)OCO2	0.1	-6	-1	4	0.3	-1	95	-13	-6	-3
COc1cc(C(=O)Nc2cc(-c3cn4cccnc4n3)ccc2C)cc(OC)c1OC	0.0	2	4	12	-3.0	6	89	-2	3	1
CS(=O)(=O)N(CC(=O)Nc1ccc(S(=O)(=O)N2CCCC2)cc1)c1ccccc1	-0.1	-2	-1	1	-1.2	0	102	-3	-10	0
CCOc1ccc(NC(=O)CC2SC(=O)N(c3ccccc3)C2=O)cc1 (stereo not drawn)	0.3	1	1	-1	-4.3	3	101	1	12	-3
COc1ccc([C@H]2CC(=O)C=C(c3cccc(C#N)c3)C2)cc1	0.1	-11	2	-4	-0.3	5	93	-10	8	-2
O=C(NCC(=O)N1CCN(c2cccc(Cl)c2)CC1)c1ccc(Br)o1	0.7	-6	-2	-15	-1.7	0	99	-5	9	3
C=C(C)Cc1c(C)c(C#N)c2nc3ccccc3n2c1N1CCCCC1	0.6	-5	-11	2	-2.0	-4	90	-5	9	2
COc1ccc(N2CCN(CC(=O)c3c(C)n(C)c4ccc(OC)cc34)CC2)cc1	-0.2	0	2	x	0.6	3	102	-5	13	-5
CN(CCc1nc2ccccc2[nH]1)Cc1nc(CC2CC2)no1	-0.1	-5	2	4	-3.1	-3	103	-3	4	4
C=CCn1c(-c2ccc(Cl)cc2)cnc1SC(C)C(N)=O (stereo not drawn)	0.2	-2	-2	-7	-4.5	6	95	-9	-4	9
CCC(=O)Nc1ccc(N2CCCCC2)cc1	0.0	11	0	1	-1.4	-1	97	x	6	1
CC(C)(C)c1ccc(/C=C/C(=O)Nc2cccnc2)cc1	0.3	1	-5	-13	0.8	-13	98	-20	-1	-4
CN(Cc1ccccc1Cl)C(=O)C1CCC(=O)N(C2CCCCCC2)C1 (stereo not drawn)	-0.1	20	-2	-3	-1.1	-2	102	-7	-5	0
Cc1ccc([C@@H]2CC=C(C(=O)O)[C@H](c3ccccc3F)N2S(=O)(=O)c2ccc(C)cc2)cc1	0.1	-2	-1	x	-0.5	1	96	-5	7	5
O=C(Nc1ccc(N2CCN(C(=O)c3ccco3)CC2)cc1)c1ccc2c(c1)OCO2	0.0	-3	-7	10	-1.2	3	96	-5	-2	2
CC(N=c1ccccn1C(=O)Nc1ccc(F)cc1)c1ccco1 (stereo not drawn)	-0.1	1	0	-1	0.6	-1	99	-9	-1	4
COc1ccc(Cc2c(-c3cccc(Cl)c3)nc3ccc(C)cn23)c(C)c1	-0.3	x	-3	x	x	-8	93	-9	x	-5
CNc1ncc(C(=O)c2ccc(Cl)cc2)s1	-0.1	-7	-2	8	-2.8	-5	97	-4	11	-1
COc1cccc(NC(=O)CSc2nnc(Cn3cnc([N+](=O)[O-])n3)n2C)c1	-0.2	-6	1	2	3.5	10	96	-3	-4	-1
O=C(O)c1ccccc1C(=O)OCCCc1ccncc1	0.2	-2	1	-3	-1.7	4	91	-11	-3	8
Cc1ccccc1NS(=O)(=O)c1cccc2nonc12	0.0	-9	-1	-1	-3.4	1	102	-6	12	-8
O=S1(=O)C=C(Oc2ccc(F)cc2)c2ccccc21	0.1	1	-2	u	-1.4	-2	99	-4	-1	-3
C=CCc1cccc(C2Nc3ccccc3C(=O)N2O)c1O (stereo not drawn)	-0.3	4	3	27	0.6	8	x	x	7	-2
Cc1cccc(NC(=O)c2nc[nH]c2C(=O)N[C@@H](CC(C)C)C(=O)OC(C)(C)C)c1	0.1	7	-8	-2	-2.8	9	99	-10	2	-4

A stretch from further up, as a working copy:
SMILES	aDG glyco act	PDI inh	Glyco luc inh	Vif inh	MC4R ag barr	Cardio protect	ABCB6 inh 2	CaV13 ICDI inh	MC4R antagonist	m5-HT2A agonist
CN(Cc1ccccc1Cl)C(=O)C1CCC(=O)N(C2CCCCCC2)C1 (stereo not drawn)	-0.1	20	-2	-3	-1.1	-2	102	-7	-5	0
Cc1ccc([C@@H]2CC=C(C(=O)O)[C@H](c3ccccc3F)N2S(=O)(=O)c2ccc(C)cc2)cc1	0.1	-2	-1	x	-0.5	1	96	-5	7	5

Other compounds.
SMILES	aDG glyco act	PDI inh	Glyco luc inh	Vif inh	MC4R ag barr	Cardio protect	ABCB6 inh 2	CaV13 ICDI inh	MC4R antagonist	m5-HT2A agonist
CCCNC(=O)C1(CC2CC(c3ccccc3)=NO2)CCN(C(=O)OC(C)(C)C)CC1 (stereo not drawn)	-0.1	4	-3	10	-0.7	-4	99	-7	5	-4
COC(=O)C1(NC(=O)CNC(=O)OCc2ccccc2)CCCC1	0.0	-5	0	9	0.1	1	93	-6	-2	6
N=c1c(C(=O)NCCN2CCOCC2)cc2c(=O)n3ccccc3nc2n1CCCN1CCOCC1	-0.1	4	2	-6	-2.1	-1	93	7	-5	2
COc1cccc(C2SCC(=O)N2c2cccc(C)c2)c1OC (stereo not drawn)	0.0	-25	-1	-2	-2.2	0	89	-3	10	0
CS(=O)(=O)c1cccc(C(=O)Nc2nnc(C3=COCCO3)o2)c1	-0.2	1	1	6	1.2	1	99	-2	2	5
O=C(NCc1ccco1)C1CCCCC1	0.0	6	-1	11	-0.8	9	98	2	4	2
O=S(=O)(c1ccccc1)N1CCN(CC(O)COc2ccc3c(c2)CCC3)CC1 (stereo not drawn)	-0.2	-10	-2	-1	2.6	-11	94	x	6	0
CCC(=O)N1CCN(c2ccc(Cl)cc2NC(=O)c2cccc([N+](=O)[O-])c2)CC1	0.2	-5	6	-1	-2.3	20	97	-2	12	10
CCOC(=O)C1CCN(S(=O)(=O)c2cn(C)cn2)CC1	-0.1	2	x	x	-0.7	2	97	x	6	6
CCn1c(SCC(=O)NCC2CCCO2)nnc1-c1ccccc1OC (stereo not drawn)	-0.1	-4	1	-4	-0.8	7	93	-5	-2	-2
CCN(CC)C(=O)CNC(=S)N(CCCN1CCOCC1)Cc1cccs1	0.2	13	-2	1	-0.9	3	101	-5	4	1
COc1ccc(CNC(=O)C(C)n2ccc3cc(S(=O)(=O)N4CCCCCC4)ccc32)cc1 (stereo not drawn)	-0.1	4	-6	-2	-2.6	-8	91	-7	8	2
COc1cccc(C(=O)N2CCC2(C)C(=O)NC(C)C)c1 (stereo not drawn)	-0.3	4	6	-2	-0.2	-6	90	-4	1	1
CC1=C(C)CC(C(=O)NCc2ccccn2)C(C(=O)O)C1 (stereo not drawn)	0.2	0	3	10	-1.2	2	101	7	8	-4
CCCC(=O)NCn1nnc(-c2ccc(Cl)cc2)n1	-0.1	0	0	-5	-1.7	-6	101	-7	2	2
NC(=O)c1c(NC(=O)COC(=O)c2ccc(S(=O)(=O)Nc3ccccc3)cc2)sc2c1CCCC2	0.3	-2	1	3	1.2	-3	93	-13	-4	8
Cc1ccc(C)c(S(=O)(=O)C(C#N)c2nc3ccccc3nc2N2CCCC2)c1 (stereo not drawn)	0.2	-6	-1	-2	-1.6	7	100	-6	5	1
CCn1cc(CN2CCC(n3nccc3NC(=O)CCOc3ccccc3)CC2)cn1	-0.4	-10	0	-5	-0.6	6	105	-2	7	2
CCN(CC)c1ccc(C(=O)NNC(=O)CCNC(=O)c2ccccc2)cc1	-0.2	-1	3	-1	-4.6	-3	97	-5	7	-2
CCOC(=O)/C=c1\s/c(=C\c2ccc3c(c2)OCCO3)c(=O)n1CC(=O)NCC1CCCO1 (stereo not drawn)	-0.4	-5	0	0	-2.6	21	93	x	9	-4
COc1cc(NC(=S)NNC(=O)C(C)(C)O)cc(OC)c1	0.0	-5	-1	-6	-3.1	3	98	-7	-4	-1
Cc1nc2nc(NCc3cccs3)nn2c(C)c1Cl	-0.2	0	-3	-15	-2.1	-2	97	-3	6	6
Cc1ccc(-n2nc3c(c2NC(=O)C(C)C)CS(=O)(=O)C3)cc1	-0.1	-5	4	0	-2.1	-5	103	x	6	9
O=C(c1cc2ccccc2s1)N1CCN(c2ccccn2)CC1	-0.5	-10	0	-2	-2.6	-1	102	x	5	-6
COc1ccc(NC(=O)CSc2ncnc3[nH]ncc23)cc1	0.1	9	0	1	0.3	2	105	-2	1	0
Cc1nc(SCc2nc3ccccc3[nH]2)c2oc3cc(Br)ccc3c2n1	0.9	5	-2	-9	-1.1	-14	102	-5	-7	-3
Cc1ccccc1C(=O)Oc1ccc(Br)cc1C(=S)N1CCCC1	0.6	-9	-2	-3	-2.4	-10	94	-4	1	4
C=CCSc1nc(N)c(C#N)c(-c2ccccc2)c1C#N	0.4	-3	-2	-4	4.5	-2	95	-5	2	0
Cc1ccc(-n2c3nc(=O)[nH]c(=O)c-3cc3c(C)nn(-c4ccccc4)c32)c(C)c1	-0.2	-4	6	1	1.8	2	94	-15	-7	6
CN1CCC(=NNC(=O)CN(c2cccc([N+](=O)[O-])c2)S(=O)(=O)c2ccccc2)CC1	-0.1	3	1	-4	-0.3	13	96	-2	14	-2
O=C(Nc1nnc(-c2ccc(F)cc2)o1)c1cc(Cl)sc1Cl	0.0	-4	1	5	2.0	47	100	-4	7	-1
